GalR3 antag = human GalR3 antagonism; O60755; HEK293 GalR3-CNG cAMP membrane potential fluorescence; galR3 body fused to GalR1 C-terminus; inhibition, % at 3 µM; 360,000 compounds, 0.44% hits; AID 651719;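 active = inhibition above the screen-wide average plus 3 SD, cut at about 13% in these data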;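 also: forskolin and galanin both at EC90 stimulate the cells; cAMP rise reported by CNG channel membrane potential dye signal; 0% = forskolin plus galanin with DMSO and 100% = forskolin alone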
Target sequence (O60755 1-299 limits assumed): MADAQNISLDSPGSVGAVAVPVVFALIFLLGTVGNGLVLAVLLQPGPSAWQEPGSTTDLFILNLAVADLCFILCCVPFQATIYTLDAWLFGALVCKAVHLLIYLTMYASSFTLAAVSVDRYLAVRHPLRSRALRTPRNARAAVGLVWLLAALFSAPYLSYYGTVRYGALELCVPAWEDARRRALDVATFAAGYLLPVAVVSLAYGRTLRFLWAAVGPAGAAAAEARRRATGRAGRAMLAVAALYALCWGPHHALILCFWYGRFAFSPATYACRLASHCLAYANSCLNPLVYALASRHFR
The depositor's hits bear a star.

The opening 4 compounds, ahead of the listing:
No.	mol	GalR3 antag
1	O=C(/C=C/[C@H]1O[C@@H](n2ccc(=O)[nH]c2=O)[C@H](O)[C@@H]1O)NCc1cccs1	-7
2	CCN(CC)c1ccc(NC(=O)c2ccccn2)cc1S(=O)(=O)Nc1ccccc1OC	-4
3	COc1ccc(-c2oc3c(c2-c2cnc(OC)nc2)C(O)CC3)cc1 (stereo unspecified)	-1
4	O=C(c1ccccc1NS(=O)(=O)c1ccc([N+](=O)[O-])cc1[N+](=O)[O-])N1O[C@@H]2C=C[C@H]1C2	-7

Main list, from the first entry:
No.	mol	GalR3 antag
1	O=C(/C=C/[C@H]1O[C@@H](n2ccc(=O)[nH]c2=O)[C@H](O)[C@@H]1O)NCc1cccs1	-7
2	CCN(CC)c1ccc(NC(=O)c2ccccn2)cc1S(=O)(=O)Nc1ccccc1OC	-4
3	COc1ccc(-c2oc3c(c2-c2cnc(OC)nc2)C(O)CC3)cc1 (stereo unspecified)	-1
4	O=C(c1ccccc1NS(=O)(=O)c1ccc([N+](=O)[O-])cc1[N+](=O)[O-])N1O[C@@H]2C=C[C@H]1C2	-7
5	Cc1ccccc1C(=O)N[C@@H](CC(C)C)C(=O)N1CCC[C@H]1C(=O)NCc1ccccc1	-6
6	CCCC(C)(C)C(=O)N1CCC1(C)C(=O)Nc1cccc2ccccc12 (stereo unspecified)	-4
7	O=C(NC1CCCC1)C1C(c2ccc(C(F)(F)F)cc2)=Nc2ccccc2N1C(=O)c1ccco1 (stereo unspecified)	0
8	Nc1cc(S(=O)(=O)N2CCOCC2)ccc1Oc1cccc(Br)c1	-5

Next section (7 carried over from the part before).
No.	mol	GalR3 antag
2	CCN(CC)c1ccc(NC(=O)c2ccccn2)cc1S(=O)(=O)Nc1ccccc1OC	-4
3	COc1ccc(-c2oc3c(c2-c2cnc(OC)nc2)C(O)CC3)cc1 (stereo unspecified)	-1
4	O=C(c1ccccc1NS(=O)(=O)c1ccc([N+](=O)[O-])cc1[N+](=O)[O-])N1O[C@@H]2C=C[C@H]1C2	-7
5	Cc1ccccc1C(=O)N[C@@H](CC(C)C)C(=O)N1CCC[C@H]1C(=O)NCc1ccccc1	-6
6	CCCC(C)(C)C(=O)N1CCC1(C)C(=O)Nc1cccc2ccccc12 (stereo unspecified)	-4
7	O=C(NC1CCCC1)C1C(c2ccc(C(F)(F)F)cc2)=Nc2ccccc2N1C(=O)c1ccco1 (stereo unspecified)	0
8	Nc1cc(S(=O)(=O)N2CCOCC2)ccc1Oc1cccc(Br)c1	-5
9	COC(=O)[C@@]1(Cc2ccc(OC)cc2)[C@H]2c3cc(C(=O)N4CCCC4)n(Cc4ccccn4)c3C[C@H]2CN1C(=O)c1ccccc1	-7
10	O=C(Nc1ccc2c(c1)OCO2)c1ccc2sc([C@@H]3O[C@H](CO)[C@H](O)[C@H](O)[C@H]3O)nc2c1	-2
11	NC(N)=NN=C(c1ccc(F)cc1)c1ccc(C(F)(F)F)cc1	2
12	CN(Cc1cccc(F)c1)C(=O)CSc1nnnn1C1CC1	0
13	Cc1cc(C(O)c2ncc(-c3ccc(Oc4ccccc4)cc3)[nH]2)ccc1F (stereo unspecified)	-6
14	COc1ccccc1N(C)c1cc2c(c3c1ccn3C)C1CCC2O1 (stereo unspecified)	-4
15	Cc1c(C(=O)NCc2cccc(C(F)(F)F)c2)sc(=O)n1Cc1ccc(F)cc1	-2
16	COc1ccc(C2NC(=O)c3ccccc3N2)c(OC)c1OC (stereo unspecified)	5
17	O=C(C(=O)N1CCC(CNC(=O)c2cccnc2Cl)CC1)c1cc2ccccc2o1	1
18	CCc1ccc(NC(=O)CSc2nccn(-c3ccc4c(c3)OCCO4)c2=O)cc1	-5
19	CCCNC(=O)C1(C)CCN(C(=O)COCc2ccccc2)C1 (stereo unspecified)	-6
20	O=C(Nc1ccccc1Cl)c1cc(C2CCCCN2C(=O)c2ccccc2)on1 (stereo unspecified)	-8
21	O=C(C[n+]1cccc(C(=O)Nc2ccccc2)c1)c1ccc(Cl)cc1	-8
22	Fc1ccc(Nc2nc(NCc3ccccc3)nc3ccsc23)cc1	-7
23	c1ccc(CCCCc2ccccn2)cc1	-4
24	Nc1ncnc2c(C3OC(CO)C(O)C3O)scc12 (stereo unspecified)	61*
25	COc1cccc(Nc2nc(C(N)Cc3ccc(C(F)(F)F)cc3)cs2)n1 (stereo unspecified)	-7
26	COc1cc(-c2nnc(-c3cc(-c4ccccc4)nc4ccccc34)o2)cc(OC)c1OC	3
27	O=C(C=Cc1cccc(O)c1)c1ccccc1O	-2
28	O=C(C[C@H]1C=C[C@H](NC(=O)c2ccccn2)[C@@H](CO)O1)NCc1cc(F)cc(F)c1	2
29	CCOC(=O)c1c(C)c(C)n2c1NC(=O)C2	-2
30	COc1ccc(NC(=O)COC(=O)C2COc3ccccc3O2)cc1 (stereo unspecified)	-5
31	O=Cc1c[nH]c2cccc(OCc3ccccc3)c12	-5
32	C=C(C1=CCN(S(=O)C(C)(C)C)[C@@H]1CCO)c1ccccc1 (stereo partly specified)	-8
33	COc1ccc(C2CC=C(C(C)=O)CN2S(=O)(=O)c2ccc(C)cc2)cc1 (stereo unspecified)	-7
34	COC(=O)[C@@]12C[C@@H](CC(=O)N3CCN(C(=O)c4ccco4)CC3)C(=O)N(Cc3ccccc3)C1=CCC(C)(C)C2	-7
35	CC1Cc2ccccc2N1C(=O)CSc1ccccn1 (stereo unspecified)	-6
36	NN=C(NN=Cc1ccccc1)c1ccccc1	-5
37	CCc1nc2c(OCCOc3ccc(F)cc3)cccn2c1N(C)C(=O)CC(C)C	-8
38	CCCc1ccc(C(O)c2ncc(-c3cccc(C)c3)[nH]2)cc1 (stereo unspecified)	-4
39	C[C@@H]1CN([C@H](C)CO)C(=O)c2cc(Br)cnc2O[C@H]1CN(C)C(=O)c1ccccc1	1
40	COC(=O)[C@]12C[C@H](CC(=O)NCCC(C)C)C(=O)N(CCC3=CCCCC3)C1=C[C@H](COCc1ccccc1)O[C@@H]2C	-9
41	O=C(COC(=O)C1CC(=O)N(Cc2ccccc2)C1)Nc1ccc([N+](=O)[O-])cc1Br (stereo unspecified)	-4
42	Cc1cccc(C)c1NC(=O)C(c1ccccc1OC(F)(F)F)N1CCN(C/C=C/c2ccccc2)CC1 (stereo unspecified)	-3
43	COC(=O)C1=C(C)N(Cc2ccccc2C(F)(F)F)C(=NCc2ccc(C(F)(F)F)cc2)NC1c1cccc(Cl)c1 (stereo unspecified)	-7
44	CC1(C)OC(=O)C2=C(C[C@@H](C3CCCCC3)O[C@H]2c2ccccc2)O1	-8
45	O=S(=O)(NCc1nnc2ccccn12)c1ccc(F)cc1	-3
46	CC(OC(=O)[C@H](C)N=C1NS(=O)(=O)c2ccccc21)C(=O)Nc1ccc(F)c(F)c1F (stereo partly specified)	-5
47	COc1ccc(S(=O)(=O)NC(=O)C2(C)CCN2C(=O)c2c(C)noc2C)cc1 (stereo unspecified)	-7
48	CCCCC(=O)N(C)c1c(C)nc2ccc(C(=O)NCc3ccccc3OC)cn12	-5
49	CC(=O)c1ccc(-c2cnc3c(NC=O)cc(-c4cccc(NS(C)(=O)=O)c4)cn23)cc1	-6
50	CCC/C=C/c1ccc(CN2C(CC(C)C)C(=O)N(Cc3cn(CCC4OCCO4)nn3)CCS2(=O)=O)cc1 (stereo unspecified)	-3
51	CC(C)(C)n1nnnc1C(c1cccs1)N1CCN(C/C=C/c2ccccc2)CC1 (stereo unspecified)	-5
52	O=C1C=Cc2cccc3ccc(O)c1c23	-2
53	CC(C)N(C)c1ncnc2c1ncn2[C@H]1CN(Cc2cccs2)C[C@@H](CO)O1	-3
54	O=C(NCc1nnnn1-c1ccc(F)cc1)c1ccc2c(c1)OCO2	-2
55	CC1CN(C2CCCCC2)C(=S)NC1=O (stereo unspecified)	-4
56	COc1cccc(CNc2nc3cc(-c4ccccc4)sc3c(=O)n2C)c1OC	-4
57	C[C@H](CO)N1C[C@H](C)[C@@H](CN(C)S(=O)(=O)c2ccccc2F)Oc2ncc(C#Cc3cccnc3)cc2C1=O	-3
58	CCN(C)C1CN(Cc2cn(CCCC(=O)OC)nn2)S(=O)(=O)C1 (stereo unspecified)	-3
59	COc1ccc(-c2cc(NC(C)=O)c3ncc(-c4cc(OC)c(OC)c(OC)c4)n3c2)cn1	-2
60	CC(=O)c1cc2c(cc1NC(=O)c1ccc(-n3nc(C)cc3C)cc1)OCO2	-3
61	C[C@H]1CN([C@@H](C)CO)C(=O)CCCn2cc(nn2)CO[C@@H]1CN(C)S(=O)(=O)c1cccc(C#N)c1	-4
62	O=S1(=O)CCN(CCc2ccccc2)CC1	-1
63	Cc1cccc(NC(=O)Nc2nnc([C@H]3C[C@H](O)[C@@H](CO)O3)s2)c1	-3
64	CC(C)C1CCN(C(=O)C2CCC(=O)N(C3CCCCCC3)C2)CC1 (stereo unspecified)	-4

The list continues.
No.	mol	GalR3 antag
65	C#CCOCCOCCOCCNc1nc(N2CCN(C(=O)Cn3cc(CCCCN)nn3)CC2)nc(N2CCN(C(=O)[C@H](C)n3cc(CCC(=O)O)nn3)CC2)n1	1
66	C[C@@H]1CCCCO[C@@H](CN(C)C(=O)CCC(F)(F)F)[C@@H](C)CN([C@H](C)CO)C(=O)c2cc(N(C)C)ccc2O1	-6
67	CC(C)(C)c1ccc(C(=O)N2CCC2(C)C(=O)NCc2cccs2)cc1 (stereo unspecified)	-8
68	COc1ccc(-c2cc(NC=O)c3ncc(-c4cccc(OC)c4)n3c2)cc1	-5
69	Cn1ccc2c(-c3cccc(C=O)c3)cc3c(c21)C1CCC3C1 (stereo unspecified)	7
70	Cn1cc(Cc2ccc(C(=O)N3CCN(Cc4ccccc4)CC3)cn2)c2ccccc21	-4
71	Cc1cc2c(nc1C)CCCN2Cc1ccc(Br)cc1	-4
72	N#Cc1cccc(OCCCN2CCC(C(O)(c3ccccc3)c3ccccc3)CC2)c1	-8
73	CC(C)(C)OC(=O)N(CCc1ccccc1)Cc1ccccc1OCc1cccc(NC(=O)C2CC2)c1	-8
74	CC(=O)Nc1ccc(S(=O)(=O)N[C@@H](C)C(=O)OCC(=O)c2ccc(Br)s2)cc1	-8
75	O=C(Nc1ccc(C(=O)N2CCOCC2)cc1)C1CC1	-5
76	COC(=O)[C@]12CCCCC=C1N(Cc1ccco1)C(=O)[C@H](CC(=O)N1CCN(C(=O)c3ccco3)CC1)C2	-5
77	Nc1c(C(=O)CSc2n[nH]c(-c3ccccc3)n2)c(=O)[nH]c(=O)n1C1CC1	0
78	COCCNc1oc(/C=C/c2cccc(OC)c2)nc1S(=O)(=O)c1ccccc1	-4
79	COc1ccc(CCNC(=O)c2ccc(NC(=O)CC3SC(N4CCCCC4)=NC3=O)cc2)cc1OC (stereo unspecified)	-4
80	O=C(Nc1ccc2c(c1)C(=O)c1ccccc1-2)c1ccccc1	-3
81	Cc1ccc([C@H]2N[C@]3(CCCN(CC4CCCCC4)C3=O)[C@H]3C(=O)N(Cc4ccccc4)C(=O)[C@@H]23)cc1	-7
82	O=C(Nc1ccc([N+](=O)[O-])cc1Cl)c1cccc([N+](=O)[O-])c1	-7
83	CC1(C(=O)NS(=O)(=O)c2cccc(Cl)c2)CCN1C(=O)c1cccc2ccccc12 (stereo unspecified)	-7
84	NC(=O)c1ccsc1NC(=O)CCS(=O)(=O)c1ccc(Cl)cc1	-3
85	CC(=O)Nc1ccc(C(=O)N2CCCCC2c2cc(C(=O)NC(C)C)no2)cc1 (stereo unspecified)	-7
86	O=[N+]([O-])c1ccc2cc[nH]c2c1	-5
87	COc1ccccc1OCC(=O)N/N=C(\C)c1ccc2ccccc2c1	-6
88	COCCN(C(=O)c1cc(S(=O)(=O)N2CCCCC2)ccc1Cl)c1c(N)n(CC(C)C)c(=O)[nH]c1=O	-3

Structures listed above shown as hits in GalR3 antag:
No.	mol	GalR3 antag
24	Nc1ncnc2c(C3OC(CO)C(O)C3O)scc12 (stereo unspecified)	61*

Continuation:
No.	mol	GalR3 antag
89	CCCCCCCCN1C(=O)[C@@H](CC(=O)NCc2cccc3ccccc23)C[C@@]2(C(=O)OC)C1=C[C@H](C1CCCC1)O[C@@H]2C	-6
90	CCOC(=O)C1=CCN(S(=O)(=O)c2ccc(Br)cc2)C1c1ccccc1 (stereo unspecified)	-7
91	COCCCNc1ccn2nc(-c3ccccc3)cc2n1	-4
92	CC(C)=CCn1c2ccc(NC(=O)Nc3cccnc3)cc2c(=O)n1C	-4
93	C[C@H]1CN([C@@H](C)CO)C(=O)CCCn2cc(nn2)CO[C@@H]1CN(C)C(=O)Cc1ccccc1	-2
94	Cc1cc(Br)cn2c(Cc3cccc(F)c3)c(-c3cccc(Cl)c3)nc12	-7
95	Cc1c(Cl)cccc1N=C1NC(=O)CS1	-2
96	CC1CCCN(C(=O)CNC(=O)c2sc3ccccc3c2Cl)C1 (stereo unspecified)	-5
97	O=C(COc1ccccc1)Nc1c2c(nn1-c1ccc(F)cc1)CS(=O)C2 (stereo unspecified)	-7
98	CCCCCCCCN1C(=O)[C@@H](CC(=O)NCc2ccc(OC)c(OC)c2)C[C@@]2(C(=O)OC)C1=C[C@H](C(C)(C)C)O[C@@H]2C	-5
99	CC1(C)NC(=S)NC1=S	-4
100	O=C1NC[C@H](CCCCN2C[C@H](Cc3ccccc3)N(CC3CCCCC3)C(=O)C2=O)N(CCC2CCCCC2)C1=O	-1
101	Cc1ccccc1OCC(=O)OCC(=O)NC1CCCC1	-5
102	CCOc1ccccc1NC(=O)COC(=O)c1c(CC)noc1C	-2
103	COc1ccc(OCCN2CCN(S(=O)(=O)c3ccccc3C#N)CC2)cc1	-1
104	COc1ccc(SCC(O)Cn2c3ccccc3c3ccccc32)c(OC)c1 (stereo unspecified)	-7
105	CC(C)(C)c1ccc(CC(=O)N2CCC2(C)C(=O)NCCC#N)cc1 (stereo unspecified)	-6
106	COc1ccc(S(=O)(=O)N2CCC[C@H]2C(=O)N2CCC[C@H]2C(=O)NCc2ccccn2)cc1C	0
107	COC1=CC(=O)OC(c2ccc(C#N)cc2)C1 (stereo unspecified)	-5
108	COc1ccc(Oc2cccc3c2S(=O)(=O)N(C2CC2)C[C@@H](COCc2ccccc2)O3)cc1	-8

These rows are one share of the data; the hit share may differ from the screen's.
